AmpC det inh: Promiscuous and Specific Inhibitors of AmpC Beta-Lactamase (assay with detergent). P00811. purified AmpC, nitrocefin hydrolysis with detergent. Potency, µM (titrated, usually from 28.7 µM), without a hit: at the highest dose activity change, negative = inhibition. hit rate 0.09% among 71,000. AID 584, 2007; active = well fitted curve in the direction sought with a large enough effect; inconclusive = small, poorly fitted or top-dose-only effect
Target sequence (P00811 whole entry, looked up): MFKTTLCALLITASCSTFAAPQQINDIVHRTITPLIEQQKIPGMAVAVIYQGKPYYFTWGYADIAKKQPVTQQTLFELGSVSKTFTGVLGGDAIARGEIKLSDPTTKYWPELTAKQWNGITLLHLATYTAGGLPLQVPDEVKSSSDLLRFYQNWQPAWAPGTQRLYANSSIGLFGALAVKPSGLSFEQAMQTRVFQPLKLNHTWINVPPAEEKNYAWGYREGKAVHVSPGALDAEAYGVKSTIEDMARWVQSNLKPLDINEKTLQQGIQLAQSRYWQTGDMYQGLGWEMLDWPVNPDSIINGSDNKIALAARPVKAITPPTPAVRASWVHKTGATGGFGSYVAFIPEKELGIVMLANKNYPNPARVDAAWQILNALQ
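E. coli AmpC (5.3 nM) in 20 mM phosphate pH 7.0 with 0.01% Triton X-100, preincubated 15 min RT with compound; nitrocefin (2 uL of 800 uM stock) hydrolysis followed by 480 nm absorbance every 20 s over 4 min.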
The depositor's hits bear a star; ? = inconclusive; [ ] = another dose, or the depositor's remark. % is scaled to controls: 0 for no effect and ±100 for the full control effect; potency is read from the fitted curve at half-maximal effect. An excerpt, so the mix of outcomes need not match the whole.

Structure	AmpC det inh
O=C(CN1CCOc2ccccc21)N1CCCC1	7%
COc1ccc(C(=O)Nc2cc(-c3nn4c(C)nnc4s3)ccc2C)cc1	14%
CC(=O)Nc1cccc(NC(=O)C2CCCN2C(=O)Nc2ccccc2C)c1 (centres undefined)	10%
Cc1cc2cc(C(c3nnnn3CC3CCCO3)N3CCCc4ccccc43)c(=O)[nH]c2cc1C (centres undefined)	-1%
Cc1ccc(SCC(=O)NCC(C)C)cc1	-3%
Cc1[nH]ccc2c1[nH]c1cc(=O)ccc12	1%
CC(=O)N1CCCc2cc(S(=O)(=O)CCC(=O)N3CCN(c4cccc(C)c4)C(C)C3)ccc21 (centres undefined)	4%
COc1cc(Cl)c(S(=O)(=O)NCc2cccnc2)cc1Cl	-1%
CCOc1cccc(C2C(C(=O)c3ccc(C)o3)=C(O)C(=O)N2c2nccs2)c1 (centres undefined)	0%
Nn1c(-c2cccs2)nc2sc3c(c2c1=O)CCCC3	-3%
CC1CCCN(c2ccc(C(=O)NCCc3ccccc3)cn2)C1 (centres undefined)	-3%
C[C@]1(O)CC[C@H]2[C@H]3CC=C4N5CCN=C5CC[C@@]4(C)[C@H]3CC[C@@]21C	-2%[5.75 µM]

(listing goes on)
Structure	AmpC det inh
O=C(Cc1ccc(-c2ccccc2)cc1)N1CCOCC1	-4%
CCN(CC)C(=O)CSc1nc2cc3c(cc2c(=O)n1Cc1ccc2c(c1)OCO2)OCO3	-2%
Cc1c(C2OC(=O)C3(CCCCC3)C(=O)C2(C)C)c(=O)n(-c2ccccc2)n1C (centres undefined)	11%
C=CCOC(=O)Nc1ccc(Cl)cc1NC(=O)OCC=C	-3%
O=C(Nc1ccc2c(c1)OCO2)c1cnn2c(C(F)(F)F)cc(-c3ccco3)nc12	7%
O=C(Nc1nc2c(s1)CCCC2)c1cc2n(n1)C(C(F)(F)F)CC(C1CC1)N2 (centres undefined)	-5%
N=c1ccn2c(n1)O[C@H]1[C@@H](OP(=O)(O)O)[C@H](CO)O[C@H]12	-1%[5.75 µM]
Cn1c2c(c(=O)n(C)c1=O)CN(CCN1CCNCC1)CN2	8%
O=C(c1cn(-c2ccccc2)nc1-c1ccc(F)cc1)N1CCOCC1	-3%
O=C(OCCN(CCOC(=O)c1ccncc1)S(=O)(=O)c1cccs1)c1ccncc1	-7%
Nc1cc(OC(=O)c2ccccc2Br)nn1S(=O)(=O)c1ccccc1	?
Clc1cccc(-c2nc(-c3ccccn3)no2)c1	-1%

Next section:
Structure	AmpC det inh
O=C(CCc1ccc(S(=O)(=O)N2CCOCC2)cc1)Nc1cc(Cl)ccc1N1CCOCC1	-3%
CC(=O)Nc1ccc2c(c1)C(=Nc1ccc(C(=O)O)cc1)c1ccccc1-2	-9%[5.75 µM]
N#Cc1nc(-c2cccs2)oc1N1CCN(c2ccccc2)CC1	-4%
COc1ccc(NC(=O)CCN2CCC(C)CC2)cc1	8%
Cc1cccn2c(=O)c(/C=N/O)c(N3CCCCC3)nc12	-3%
Clc1ccc2nc(NC3=NCN(CCN4CCOCC4)CN3)nc(-c3ccccc3)c2c1	-2%
O=C(O)[C@@H](Br)[C@H](Br)C(=O)O	-2%[5.75 µM]
O=S(=O)(NC1=NCCCCCC1)c1cccs1	-1%
O=C(COc1ccc(Cl)cc1)Nc1ccc2oc(-c3ccncc3)nc2c1	12%
COC(=O)Cc1ccc(NC(=O)c2ccc(Br)o2)cc1	-2%
CN(C)c1cc(N)c2c(n1)CCC2 (tested in a mixture with another compound)	3%
COc1cc(OC)cc(C(=O)NCCN2CCOCC2)c1	29%

The list goes on:
Structure	AmpC det inh
COc1cc(N)c(Cl)cc1NC(=O)c1ccccc1	7%
Cc1csc(NC(=O)CSc2nc3ccccc3c(=O)[nH]2)n1	1%
COCC1C2CC[C@H]3C(OCc4ccc(OC)cc4)OC[C@]4(C)[C@H]3C2=C(CN4C(=O)OC(C)(C)C)[C@H](C)C1COC (some centres undefined)	12%
COc1ccc(-c2ccc(SCC(=O)Nc3cc(C)on3)nn2)cc1OC	9%
O=C(CN1C(=O)CSC1=O)Nc1ccc2c(c1)OCCO2	7%
COc1ccc(NC(=O)N2CC(C)OC(C)C2)cc1OC (centres undefined)	-4%
Cc1cc(C)nc(NC(=O)COc2ccc(Cl)cc2)c1	-4%[5.75 µM]
COc1cc2c(cc1OC)C(C)N(C(=O)Cn1ncc3c1-c1ccccc1OC3)CC2 (centres undefined)	10%
O=c1c2c(nc3cc(-c4ccc(F)cc4)[nH]n13)CCCC2	5%
C[N+]1(C)CCO[C@](O)(c2ccc(-c3ccc([C@]4(O)C[N+](C)(C)CCO4)cc3)cc2)C1	0%[12.8 µM]
Cc1ccc2cc(CN(C(=O)c3ccncc3)C(C)C)c(=O)[nH]c2c1	-2%
CCCC(=O)Nc1ccccc1-c1nnn(CC(=O)Nc2ccc(OCC)cc2)n1	-2%

Two compounds drawn at random from the list so far:
Structure	AmpC det inh
Cc1cc(C)nc(NC(=O)COc2ccc(Cl)cc2)c1	-4%[5.75 µM]
COc1ccc(NC(=O)N2CC(C)OC(C)C2)cc1OC (centres undefined)	-4%

(more compounds)
Structure	AmpC det inh
COc1cc2c(cc1OC)C(Cc1ccc(O)cc1)N(C)CC2 (centres undefined)	13%
Clc1ccccc1-c1ccc2ncnc(NCCN3CCOCC3)c2c1	10%
O=C1c2ccccc2C(Nc2ccc(-c3nc4ccccc4[nH]3)cc2)N1Cc1ccco1 (centres undefined)	3%
COc1ccc(OC(C)C(=O)N2CCOCC2)cc1 (centres undefined)	-3%
Cc1ccccc1CS(=O)(=O)CCC(=O)NCc1ccccn1	-4%
CCCCn1c(SCC(=O)NCc2ccccc2)nc2ccc(N3CCOCC3)cc2c1=O	-1%
COC(=O)COc1ccc(S(=O)(=O)Nc2ccc3c(c2)OCO3)cc1Cl	-2%
O=C(OCCn1cncn1)c1cc2ccccc2oc1=O	12%
CCC1(COC(=O)Nc2cccc(Cl)c2)COC1	-2%
Cc1ccc(NC(=O)COC(=O)c2ccn(C)n2)cc1	9%
COC(=O)CSc1nnc(CNC(=O)c2cc(OC)c(OC)c(OC)c2)n1C	8%
CC(C)[C@@H](CC(=O)N[C@@H]1CCCC[C@H]1C(=O)N[C@H](CC(=O)N[C@@H](CCC(=O)O)CC(=O)O)Cc1ccccc1)NC(=O)C[C@H](CO)NC(=O)[C@@H]1CCCC[C@H]1N	4%

(listing goes on)
Structure	AmpC det inh
Clc1ccccc1-c1nn2c(-c3ccncc3)nnc2s1	-4%
Cc1ccc(Cn2c(=N)c(C(=O)NCc3ccco3)cc3c(=O)n4ccccc4nc32)cc1	14%
COc1cc(-c2nnc(-c3ccco3)o2)ccc1OCc1ccccc1	9%
O=C(Nc1ccccc1)c1ccc(F)c(S(=O)(=O)N2CCOCC2)c1	-5%
CC(=O)N1CCN(c2ccc(N=Cc3c(O)n(-c4ccc(Cl)cc4)c(=O)[nH]c3=O)cc2)CC1	15%
Cn1c(=O)c2nncnc2n(C)c1=O	-3%
COCCN(Cc1cc2cccc(C)c2[nH]c1=O)C(=O)c1ccccc1	-2%
Cc1ccc(S(=O)(=O)Cn2nnnc2C(C(C)C)N2CCN(C(=O)c3ccco3)CC2)cc1 (centres undefined)	-8%
O=c1ccnc(NCCc2ccccc2)[nH]1	-8%
CSCCC(/C(O)=C(\C#N)c1nc2ccccc2[nH]1)N1C(=O)c2ccccc2C1=O (centres undefined)	-4%
Cc1cc(C)c(NC(=O)CSc2nnc(-c3ccncc3)n2Cc2ccco2)c(Cl)c1	-3%
O=C(OCCNC(=O)c1cc2ccccc2oc1=O)c1cccnc1	-2%

Next structures:
Structure	AmpC det inh
O=C(NC1CC2CCC(C1)N2Cc1nnnn1Cc1ccco1)NC12CC3CC(CC(C3)C1)C2 (centres undefined)	3%
Fc1ccc2[nH]c3c(N4CCSCC4)ncnc3c2c1	-1%
O=C(CCN1CCCCC1)c1ccc2c(c1)OCCO2	2%
COC(=O)c1ccc(CSc2ccc3nnc(-c4ccccn4)n3n2)o1	12%
Cn1c(=O)c2c(SCC(=O)NCC3CCCO3)nc(-c3cccs3)nc2n(C)c1=O (centres undefined)	8%
COCCNC(=O)CS(=O)Cc1nc(-c2ccccc2C)oc1C (centres undefined)	13%
NC(=NCCC[C@H](N)C(=O)O)NO	0%
C[C@@H]1NCC[C@H](CC(=O)O)[C@H]1CC(=O)O	-3%[5.75 µM]
Cc1ccc(NC(=O)CSc2nnc(-c3ccc(S(=O)(=O)N4CCOCC4)cc3)n2C)cc1	13%
O=c1[nH]c(CN2CCN(C/C=C/c3ccccc3)CC2)nc2cc(Cl)ccc12	2%
O=S(=O)(c1ccccc1)n1nc(-c2ccccc2)nc1NCc1ccco1	0%
COc1ccc2nc(NC(=O)CSC3=NCCS3)sc2c1	-3%

(continued)
Structure	AmpC det inh
O=C(NCc1cccs1)c1cc2c(s1)CS(=O)(=O)C2	-4%
CCC(=O)Nc1cccc(NC(=O)c2ccc3c(c2)OCCO3)c1	4%
CCc1ccccc1N1CC23C=CC(O2)C(C(=O)OC)C3C1=O (centres undefined)	13%
Cc1ccc(S(=O)(=O)N2CCC(C(=O)N[C@@H](C)C(=O)NCC3CCCO3)CC2)cc1 (some centres undefined)	-1%
COc1ccc(-c2noc(CCN3C(=O)c4ccccc4C3=O)n2)cc1OC	-3%
COc1ccc(C(=O)Nc2ccc(Cl)cc2C(=O)NCCO)cc1	-6%
CC(=O)Nc1cccc(-c2nnc(SCC(=O)N3CCCCC3)n2C)c1	-2%
O=C1NC(=O)C(CC(=O)N(c2ccccc2)C2(C(=O)NC3CCCC3)CCCCC2)N1 (centres undefined)	0%
CC1(C)CC(=O)C2=C(C1)OC(N)=C(C#N)C2C#Cc1ccccc1 (centres undefined)	-7%
c1ccc(CNc2c3c(nc4ncnn24)CCCC3)nc1	-3%
COc1ccc(N(CC(=O)Nc2cc(C)on2)S(=O)(=O)c2cc(C)ccc2C)cc1	-1%
O[C@@H](c1cc(-c2ccccc2)nc2c1ccc1ccccc12)[C@@H]1CCCCN1	14%[5.75 µM]

Next entries follow.
Structure	AmpC det inh
CCCCn1c(=NC(=O)c2ccc3c(c2)OCO3)c(C#N)cc2c(=O)n3cccc(C)c3nc21	-1%
Cc1cc(C(=O)N[C@H](c2ccccc2)[C@@]2(C)C[C@@H]2[C@@H](C)C(=O)Nc2ccc3ccccc3c2)n(C)n1	-3%
CCOC(=O)N1CCC(NC(=O)CSc2cc(=O)n(C)c3ccccc23)CC1	-3%
O=C(Nc1ccc2c(c1)Cc1ccccc1-2)[C@@H]1[C@H](C(=O)O)[C@]2(Cl)C(Cl)=C(Cl)[C@@]1(Cl)C2(Cl)Cl	-8%[5.75 µM]
CC1(c2ccc(Cl)cc2)NC(=O)N(CC(=O)NC(=O)NCc2ccco2)C1=O (centres undefined)	-2%
CCCNC(=O)N1N=C(c2ccc(N)cc2)c2cc3c(cc2[C@H]1C)OCO3	0%
CC(C)(C)C(=O)Oc1cc(N)n(S(=O)(=O)c2ccccc2)n1	-4%
COc1ccc(CCNC(=O)c2nnn(CC(=O)Nc3ccccc3C)c2N)cc1OC	1%
COc1ccc2cc(CN(Cc3cccnc3)Cc3nnnn3Cc3ccccc3)c(=O)[nH]c2c1	-4%
CC(=O)Nc1cccc(Oc2ccc3c(c2)C(=O)N(CCC(=O)O)C3=O)c1	-5%
Cc1cccc(NC(=O)N2CCC(c3nc4ccccc4o3)CC2)c1	-7%
CCOc1ccc(N(CC(N)=O)S(=O)(=O)c2ccc(F)cc2)cc1	0%

The listing continues:
Structure	AmpC det inh
CCC(=O)N=C1SC2CS(=O)(=O)CC2N1c1cccc(OC)c1 (centres undefined)	-1%
O=S(=O)(NCCSc1nc2ccccc2o1)c1ccccc1	-8%
Cc1ccc(N(C(C)C(=O)Nc2ccccc2C(=O)N2CCOCC2)S(C)(=O)=O)cc1C (centres undefined)	-1%
Cc1noc(C)c1S(=O)(=O)N1CCC2(CC1)OCCO2	-4%
Cc1ccc(S(=O)(=O)Cc2ccc(C(=O)N3CCC4(CC3)OCCO4)o2)cc1	-4%
CCN(CCNC(=O)c1cc(C)nn1-c1ccccc1)c1ccccc1	4%
Cc1c(N)cccc1[N+](=O)[O-]	7%
CCn1c(=O)cc(SCC(=O)Nc2ccc3c(c2)OCCO3)c2ccccc21	-8%
CCn1c(SCc2nc(-c3cccs3)no2)nnc1-c1c[nH]c2ccccc12	-7%
Nc1ccc(-c2nc3ccccc3[nH]2)cc1	11%
Cc1nn(-c2ccccc2)c2sc(C(=O)OCn3nnc4ccccc4c3=O)cc12	-2%
Brc1cccc(-c2nnc(SCc3nc4ccccc4[nH]3)o2)c1	-5%
CCOC(=O)C1C(=O)C=C(c2ccc(OC)cc2)CC1c1ccco1 (centres undefined)	-4%

Some of the entries so far, as labelled records:
Structure: CCn1c(=O)cc(SCC(=O)Nc2ccc3c(c2)OCCO3)c2ccccc21
  AmpC det inh = -8%
Structure: CCn1c(SCc2nc(-c3cccs3)no2)nnc1-c1c[nH]c2ccccc12
  AmpC det inh = -7%
Structure: Nc1ccc(-c2nc3ccccc3[nH]2)cc1
  AmpC det inh = 11%
Structure: Cc1nn(-c2ccccc2)c2sc(C(=O)OCn3nnc4ccccc4c3=O)cc12
  AmpC det inh = -2%
